EPAC1 ag = agonists of human EPAC1; O95398; actives 0.073% (n = 360,000); AID 720707; EPAC1 agonist qHTS, biochemical assay; response scale: 100% = response to 6.5 mM cAMP; Potency, µM (titrated, usually from 154 µM), for inactives: at the highest dose activation, most hits filed as activators; note: potency is the fitted concentration of half-maximal effect; nearly all actives have a fitted effect of over 60% in size
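Read-out is the fluorescence drop as BODIPY-GDP leaves Rap1B (480 nm excitation, 540 nm emission), recorded every 5 minutes over 30 minutes. Reactions held 100 nM EPAC1, 250 nM Rap1B–BODIPY-GDP and 50 uM GDP, with 6.5 mM cAMP setting full activation.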
aSyn yeast inh = rescues yeast growth from alpha-synuclein toxicity. Yeast expressing alpha-synuclein, growth rescue, BacTiter-Glo, 24 h. Potency, µM (titrated, usually from 46.1 µM), for the others: at the top dose growth rescue (activation), usual class: activators. actives 0.14% (n = 370,000); note: potency is the fitted concentration of half-maximal effect; % of control where 0% means no effect; nearly all actives have a fitted effect of over 65% in size
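Galactose-induced alpha-syn yeast (OD600=0.02, raffinose-pregrown) + pinned cpd, 24 hr, 30 deg C; growth by BacTiter-Glo luminescence. Growth restoration scores as activation.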
IL2 activator = IL-2 activation | AID 652025 | actives 0.065% (n = 360,000) | IL-2 activation reporter assay, cell-based qHTS; stimulated with anti-CD3/CD4/CD28 beads; in transgenic mouse T cells | activation, % (series mostly up to about 46 µM); in the data active = activation above about 50%; inconclusive = mostly about 30% to 49%; note: 0% is about no effect
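Screening format: compound pinned onto unstimulated transgenic mouse T cells, 60 min incubation, then anti-CD3/anti-CD4/anti-CD28 bead stimulation for 18 hours at 37 degrees C, followed by EGFP and DsRed detection.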
EPAC1 antag = antagonists of human EPAC1; O95398; EPAC1 GEF assay, Rap1b-BODIPY-GDP exchange fluorescence; Potency, µM (doses to about 115 µM), for the others: top-dose activity change, negative = inhibition, actives largely listed as inhibitors; actives 0.14% (n = 360,000);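 note: potency is the fitted concentration of half-maximal effect; plate controls were vehicle for no effect and positive control for full effect; nearly all actives have a fitted effect of over 50% in size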
PI5P4K alpha inh = inhibitors of human PI5P4K alpha | max response, % | AID 652105 | P48426 | actives 1.2% (n = 330,000) | PI5P4Kalpha enzyme, ADP-Glo luminescence, 60 min; stronger effect = lower value; active = max response of -50% or lower; inconclusive = between -30% and -50%; inactive = -30% or higher; note: value at the top dose of about 77 µM; % is set by controls: 0 for no effect and ±100 for the full control effect
Target sequence (P48426 whole entry, looked up): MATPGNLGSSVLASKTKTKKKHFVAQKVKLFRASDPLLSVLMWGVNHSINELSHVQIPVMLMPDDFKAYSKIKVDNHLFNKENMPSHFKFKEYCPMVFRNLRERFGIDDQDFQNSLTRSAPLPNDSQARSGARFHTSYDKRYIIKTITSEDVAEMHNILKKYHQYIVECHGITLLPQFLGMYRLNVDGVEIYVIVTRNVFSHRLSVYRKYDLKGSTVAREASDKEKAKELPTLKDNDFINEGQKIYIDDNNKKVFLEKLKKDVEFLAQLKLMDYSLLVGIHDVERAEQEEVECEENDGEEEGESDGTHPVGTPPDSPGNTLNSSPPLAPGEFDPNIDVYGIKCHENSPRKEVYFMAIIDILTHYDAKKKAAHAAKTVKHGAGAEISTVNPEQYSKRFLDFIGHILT
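Controls without substrate or without enzyme flank wells where PI5P4Kalpha converts substrate using 5 microM ATP (final). Incubation lasts 60 minutes at room temperature; ADP formed is read by ADP-Glo luminescence.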
WRN helicase inh = blocks human WRN helicase. Q14191. WRN helicase unwinding, fluorescent forked duplex, kinetic. Potency, µM (top dose mostly 114 µM), inactives show at the top dose activity change, negative = inhibition, hits mostly inhibitors. actives 0.46% (n = 360,000). AID 651768; note: potency is the fitted concentration of half-maximal effect; % is set by controls: 0 for no effect and ±100 for the full control effect; nearly all actives have a fitted effect of over 55% in size
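WRN at 20 nM final was preincubated with compound for 15 min at room temperature; reaction started with 100 nM forked duplex oligonucleotide carrying fluorophore and quencher plus 2 mM ATP (final). Unwinding followed kinetically by red fluorescence (ex 525/em 598 nm).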
Abeta yeast res = compounds reversing amyloid beta toxicity in yeast | Potency, µM (top dose mostly 46.1 µM), without a hit: at the highest dose growth rescue, usual class: activators | actives 0.063% (n = 410,000) | yeast expressing A-beta42, growth rescue, OD600, 48 h; response scale: 0% DMSO, 100% iron-clioquinol control | AID 1347071; note: potency is the fitted concentration of half-maximal effect; nearly all actives have a fitted effect of over 55% in size
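Yeast A-beta toxicity model in growth medium with pinned compounds, 48 h at 30 C; growth read as absorbance at 600 nm. Normalized to FeCl3/clioquinol equimolar mix (positive) and DMSO (negative).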
PLK1 PBD inh = blocks phosphopeptide binding to human PLK1 polo-box domain; P53350; Plk1 PBD binding of FITC phosphopeptide, fluorescence polarization; Potency, µM, inactives show max response, negative = inhibition, most hits filed as inhibitors; actives 2.8% (n = 360,000); note: potency is the fitted concentration of half-maximal effect; series mostly up to about 57 µM; % is set by controls: 0 for no effect and ±100 for the full control effect; nearly all actives have a fitted effect of over 65% in size
Target sequence (P53350 whole entry, looked up, the tested form may be a part): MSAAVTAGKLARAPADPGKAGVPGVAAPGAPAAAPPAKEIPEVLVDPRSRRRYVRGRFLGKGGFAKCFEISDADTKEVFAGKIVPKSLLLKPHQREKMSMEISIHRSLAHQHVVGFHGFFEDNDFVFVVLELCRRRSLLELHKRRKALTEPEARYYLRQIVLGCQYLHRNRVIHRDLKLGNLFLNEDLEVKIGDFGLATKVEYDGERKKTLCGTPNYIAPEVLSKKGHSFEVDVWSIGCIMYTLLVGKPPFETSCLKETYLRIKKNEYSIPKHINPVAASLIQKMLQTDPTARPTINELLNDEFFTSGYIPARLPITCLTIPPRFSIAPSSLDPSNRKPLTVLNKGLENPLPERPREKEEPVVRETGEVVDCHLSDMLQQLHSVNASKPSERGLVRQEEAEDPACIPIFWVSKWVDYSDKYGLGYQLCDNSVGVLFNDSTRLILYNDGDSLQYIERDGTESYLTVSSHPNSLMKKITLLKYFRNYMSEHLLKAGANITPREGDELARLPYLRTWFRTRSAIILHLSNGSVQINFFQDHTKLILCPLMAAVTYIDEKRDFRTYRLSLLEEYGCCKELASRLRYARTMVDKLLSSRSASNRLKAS
FUS suppressor = FUS proteinopathy suppression in yeast. S. cerevisiae FUS-expressing, growth rescue, OD600, 24 h. Potency, µM (doses to about 76.6 µM), without a hit: at the top dose growth rescue (activation), usual class: activators. actives 0.24% (n = 390,000). AID 1347120;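 note: potency is the fitted concentration of half-maximal effect; plate controls were DMSO vehicle for no effect and reference control for full effect; nearly all actives have a fitted effect of over 55% in size; some results filed as inactive show a strong effect at the top dose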
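Steps: raffinose overnight preculture; dilution to OD 0.005 in 2% galactose minimal medium; compound addition (concentration series); 24hr at 30C, 99% humidity; absorbance read at 600 nm.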
* hit, by the source's call; ? = inconclusive; . = no result given; & = joins results of further samples; [ ] = another dose, or the depositor's remark. Unless noted, calls come from the whole dose curve; as a rule, active = well fitted curve in the direction sought with a large enough effect; inconclusive = small, poorly fitted or top-dose-only effect, or another doubt; inactive = no such curve, though single readings can be large; an effect the other way counts as inactive or inconclusive. No enrichment for hits, and some 4.1% of all compounds hit somewhere here.

SMILES | EPAC1 ag | aSyn yeast inh | IL2 activator | EPAC1 antag | PI5P4K alpha inh | WRN helicase inh | Abeta yeast res | PLK1 PBD inh | FUS suppressor
COc1ccc(C(=O)OC(C)CN2CCN(C)CC2)cc1OC (stereo not drawn) | 3% | -2% | -0.1 | -22% | 2 | 0% | 5% | -5% | 1%
Cn1c(SCC(=O)O)nnc1C1CCCCC1 | 2% | 4% | -0.4 | 8% | . | 2% | 12% | -5% | 20%
CC1=CC2=NC(=O)/C(=C\c3ccc(-c4cccc(Cl)c4)o3)C(=N)N2O1 | 6% | -1% | ? | 5% | -5 | -26% | 6% | 1% | .
CCCn1c(=O)c(C#N)cn(C2CC2)c1=O | 4% | -10% | -0.1 | 15% | 1 | -1% | -16% | -11% | 14%
O=S(=O)(CCN1C=CC(C(F)(F)F)=NCC1)c1ccc(Cl)cc1Cl | 1% | -17% | 1.6 | -19% | 1 | -12% | 21% | -9% | 1%
CC1=NN(c2nc(-c3ccccc3)cs2)C(=O)C1N=Nc1ccccc1 (stereo not drawn) | 6% | 0% | 1.7 | 6% | 3 | -4% | 10% | -25% | -6%
CC(C)C(=O)Nc1cccc(C(=O)Nc2ccc(S(=O)(=O)Nc3nccs3)cc2)c1 | 4% | 1% | 3.2 | 11% | 1 | 0% | 4% | -18% | 25%
N#Cc1cccc(NC(=O)CCc2ccc(S(=O)(=O)N3CCOCC3)cc2)c1 | 6% | 0% | -0.6 | 3% | -3 | -3% | 10% | -6% | 8%
Cc1cccc(NC(=O)CCCN2C(=S)NC(C)(C)CC2C)c1C (stereo not drawn) | 4% | -1% | -0.7 | 2% | -8 | -1% | -4% | -15% | -3%
COCCNc1nc(NCCCN(C)C)c2sccc2n1 | -10% | 0% | 1.8 | 3% | -1 | -5% | -13% | -4% | -9%
CC1CCCCC1NC(=O)COC(=O)Cc1ccc(Br)cc1 (stereo not drawn) | 5% | 1% | -0.5 | -5% | 0 | -3% | 14% | -19% | 20%
O=C(O)C1=CCCNC1 | -18% | -7%&0% | -0.3 | -10% | 0 | -2% | -18% | -2% | -39%
CC(C)CN(C(=O)COC(=O)/C=C/c1ccccc1)C1CCS(=O)(=O)C1 (stereo not drawn) | 21% | -3% | -0.1 | -19% | 12 | -2% | -6% | 0% | -15%
COc1ccc(OC)c(C(=O)c2coc3ccc(O)c(CN4CCOCC4)c23)c1 | 0% | 0% | -1.7 | -1% | . | 0% | 8% | -5% | 12%
Cc1ccc(C(=O)NCc2ccc3c(c2)OCO3)cc1S(=O)(=O)N1CCCCC1 | 4% | 5% | 0.2 | 0% | 1 | -4% | 6% | -5% | 10%
O=c1[nH]c(=O)n(-c2ccccc2)c2c1C(C(F)(F)F)(C(F)(F)F)N=C(CCC1CCCCC1)N2 | -3% | -10% | -5.3 | -28% | 9 | -27% | -1% | -16% | .
Nn1c(SCC(=O)Nc2ccccc2)nnc1-c1cccnc1 | 7% | -7% | 2.0 | -4% | 4 | -18% | -1%[9.22 µM] | -5% | -25%
OC(CN1CCN(C(c2ccccc2)c2ccccc2)CC1)c1ccc(Br)cc1 (stereo not drawn) | -8% | -5% | -0.8 | -7% | 4 | -8% | 4% | 9% | -18%
CCOC(=O)C1CCCCN1C(=O)/C(=C/c1ccc(OC)cc1)c1ccc(OC)c(OC)c1 (stereo not drawn) | -21% | -11% | -0.6 | -14% | 4 | -4% | 4% | -2% | 32%
COC(=O)[C@@H]1C[C@@]2(O)[C@H](O)[C@H](O)[C@H](O)C[C@H]2N1CC(c1ccccc1)c1ccccc1 | -2% | -2% | 1.0 | -1% | 0 | -3% | -22% | -4% | -26%
COc1ccc(C(C)(C)C)cc1S(=O)(=O)N1CCN(C)CC1 | 5% | -3% | -1.8 | -5% | 2 | -1% | -4% | -10% | -16%
Cc1nc2ccccc2c(=O)n1NC(=O)c1ccc(Cl)c([N+](=O)[O-])c1 | 13% | 7% | -2.9 | 15% | 6 | -7% | 10% | 1% | -23%
Cc1sc(NC(=O)c2ccco2)c(C(c2cccnc2)N2CCC(C)CC2)c1C (stereo not drawn) | 11% | 9% | -2.7 | -10% | 1 | -12% | -22% | -5% | 42%
Cc1cc(N2CCN(C3CCCCC3)CC2)nc2cccc(O)c12 | -3% | -1% | -0.8 | 9% | -3 | -4% | -12% | -14% | -5%
COC1OC(O)C(NC(=O)C(F)(F)F)CC1O (stereo not drawn) | 7% | -6% | -2.6 | 4% | 14 | 3% | 0% | -7% | .

Reprinted at random: five compounds from above.
SMILES | EPAC1 ag | aSyn yeast inh | IL2 activator | EPAC1 antag | PI5P4K alpha inh | WRN helicase inh | Abeta yeast res | PLK1 PBD inh | FUS suppressor
CC1=NN(c2nc(-c3ccccc3)cs2)C(=O)C1N=Nc1ccccc1 (stereo not drawn) | 6% | 0% | 1.7 | 6% | 3 | -4% | 10% | -25% | -6%
COC(=O)[C@@H]1C[C@@]2(O)[C@H](O)[C@H](O)[C@H](O)C[C@H]2N1CC(c1ccccc1)c1ccccc1 | -2% | -2% | 1.0 | -1% | 0 | -3% | -22% | -4% | -26%
Cc1nc2ccccc2c(=O)n1NC(=O)c1ccc(Cl)c([N+](=O)[O-])c1 | 13% | 7% | -2.9 | 15% | 6 | -7% | 10% | 1% | -23%
COCCNc1nc(NCCCN(C)C)c2sccc2n1 | -10% | 0% | 1.8 | 3% | -1 | -5% | -13% | -4% | -9%
O=C(O)C1=CCCNC1 | -18% | -7%&0% | -0.3 | -10% | 0 | -2% | -18% | -2% | -39%

Next compounds:
SMILES | EPAC1 ag | aSyn yeast inh | IL2 activator | EPAC1 antag | PI5P4K alpha inh | WRN helicase inh | Abeta yeast res | PLK1 PBD inh | FUS suppressor
COc1ccc(OCC(=O)NC(=S)Nc2ccc(N3CCOCC3)c(Cl)c2)cc1 | 17% | -3% | -1.9 | 12% | . | -6% | 6% | ? | 52%
OCC[C@@H]1C[C@@H](O)[C@H](O)[C@]2(Cc3ccccc3CCO2)O1 | 3% | 0% | -1.0 | -3% | 7 | -4% | -13% | -7% | -13%
CCn1nc(C)cc1-c1nnc(SCC(=O)Nc2ccccc2)n1CCCOC | 0% | -4% | -0.7 | 8% | 0 | 9% | 6% | 4% | -2%
C/C(=N\NC(=O)c1ccn[nH]1)c1cn(C)nc1C | -9% | 3% | -2.3 | -4% | 6 | -1% | 1% | -16% | -3%
Cc1cc(C)cc(N(C(=O)c2nsc(Cl)c2Cl)C(C(=O)NC2CCCC2)c2ccc(O)cc2)c1 (stereo not drawn) | -3% | 0% | -0.5 | -17% | -1 | -1% | 21% | -7% | 18%
O=C(O)COc1ccc2c(c1)CCCC2 | -1% | 0% | -1.3 | 1% | . | 0% | 7% | 3% | 1%
O=C(NCC1CCCO1)c1ccc(Cl)c(S(=O)(=O)N2CCOCC2)c1 (stereo not drawn) | -2% | 1% | -2.5 | 25% | 1 | -5% | -11% | -11% | 21%
COC(=O)CN(c1ccc2c(c1)OCO2)S(=O)(=O)c1c(C)[nH]c(=O)[nH]c1=O | 1% | -4% | 0.6 | -22% | 0 | 1% | 4% | -10% | 23%
CCC(=O)c1ccc(OCC(=O)OCc2csc(CC(=O)Nc3ccccc3C)n2)cc1 | 6% | -4% | -1.4 | 1% | -14 | 2% | 2% | -4% | 5%
O=C(Nc1ccccc1)N1CCCN(Cc2c(F)cccc2Cl)CC1 | 8% | 11% | -0.8 | -11% | 9 | -3% | -9% | -2% | 0%
CC(NCC(O)COc1ccc(Br)cc1)c1ccccc1 (stereo not drawn) | -7% | -6% | -3.1 | -4% | 7 | -18% | -10% | -8% | 14%
CCOc1ccc(C(=O)Nn2cnnc2)cc1OCC | 8% | 2% | -4.6 | 13% | 0 | 4% | -14% | -11% | -22%
Cc1ccc(Cn2ncc3c(N4CCOCC4)ncnc32)cc1 | -5% | . | -1.6 | 10% | 2 | 2% | 5% | -6% | 1%
c1ccc(Cn2cc(CSc3ccccc3)nn2)cc1 | 10% | 6% | 0.7 | -27% | -5 | 0% | 16% | -10% | -22%
Cc1nc(SCc2ccccc2)nc2c1CCC2 | 14% | 20% | 26 | -12% | 2 | -3% | 22% | -5% | 9%
CC(Nc1c[nH]c(=O)[nH]c1=O)c1ccccc1 (stereo not drawn) | -4% | 1% | 0.2 | 7% | -1 | 11% | -6% | -17% | 10%
CCOc1ccc(NC(=O)CN2C(=O)NC(C)(c3ccc(OC(F)F)cc3)C2=O)cc1 (stereo not drawn) | -12% | 2% | -5.3 | -21% | 7 | 0% | -16% | ? | 29%
Cc1ccc(-c2cc(C(=O)N3CCN(c4ncccn4)CC3)c3cc(Br)ccc3n2)o1 | 10% | 23% | -4.8 | -12% | -73* | ? | -25% | 6.7µM* | 72%
COC(=O)c1ccc(-n2nnnc2SCC(=O)NCc2cccc(C(=O)O)c2)cc1 | 1% | -10% | 1.5 | 6% | . | 3% | 9% | 3% | 8%
COc1cc(C2C3C(C)N(C)C(=O)N(C)C3N(C)C(=O)N2C)ccc1O (stereo not drawn) | -19% | -8% | -1.0 | 11% | -3 | 12% | 16% | 1% | -14%
CCc1nnc(NC(=O)CSc2ncnc3scc(-c4ccc(C)cc4)c23)s1 | 3% | 1% | 1.3 | 13% | . | -2% | 11% | 0% | 14%
CC(NC(=O)C(Cc1ccccc1)=NO)c1ccccc1 (stereo not drawn) | -5% | 2% | 0.7 | 4% | 1 | 0% | 18% | -1% | .
O=C(NCC(c1ccc(F)cc1)N1CCOCC1)c1cccc(Br)c1 (stereo not drawn) | -5% | -1% | -2.9 | -10% | 5 | 3% | 4% | -21% | 12%
Cc1nc2sc(C(c3ccc(Cl)cc3)N3CCN(CCO)CC3)c(O)n2n1 (stereo not drawn) | -5% | 0% | -2.1 | 19% | -10 | 7% | 3% | -3% | -8%
C(/C=C/C=C/Nc1ccccc1)=Nc1ccccc1 | 2% | -9% | -0.6 | 5% | . | -7% | 12% | -10% | 16%

Screens from PubChem.
